Screens (PubChem)
Ecoli tolC: blocks growth of E. coli BW25113 tolC mutant. OD615. growth inhibition, % at 10 µM (by protocol). 2.2% of 65,000 active. AID 573;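 active means growth inhibition at or above a cutoff equal to the mean over every tested compound plus 3 SD, cut at about 60% in these data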;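 further: growth measured after 20 h incubation at 37 °C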
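Material: E. coli BW25113 ΔtolC::kan, tolC deletion mutant strain. Measure: percent growth inhibition. Schedule: 37 °C, 20 h exposure. Doses: single-point testing at 10 µM. Signal: A615 absorbance measurement. Buffer or medium: kanamycin-containing LB broth (50 µg/mL).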
TNAP act DEA: human TNAP activation, intermediate phosphate acceptor | purified TNAP, CDP-star luminescence, 100 mM DEA, 30 min; active compounds read high; scale: 0 levamisole-inhibited, 1 vehicle-only enzyme | activation factor at 20 µM | 64,000 tested, under 10 active | AID 813;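 active means activation factor of at least 2 at 20 µM, relative to controls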
Autofluor 339: intrinsic fluorescence of library compounds, ex339/em460 – biochemical, MLSMR library, data from DPM-DC assay, artefact control, profiling panel; compound autofluorescence, ex339/em460 nm, NADH buffer; active compounds read high; 1 = no-compound wells, NADH background; fluorescence fold increase at 10 µM; 5.5% of 65,000 active; AID 709;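 active means at 10 µM, mean starting fluorescence two-fold or more over control wells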;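 further: signal is the first read of a kinetic run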
M1 ag: M1 muscarinic receptor agonism; CHO-M1 cells, Fluo-4 calcium fluorescence, agonist mode; active compounds read high; B-score at 10 µM; 3% of 64,000 active; AID 626;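 active means fluorescence rise, raw or as B-score row- and column-corrected plate score, outside the 99.7% band of its plate's samples, either direction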
NADH coupling: inhibition of NAD/NADH coupling enzymes, library profiling; 0.02% of 65,000 active; AID 774; coupled PK/LDH NADH assays, four targets; IC50, µM (doses to about 10 µM), for inactives: at the top dose inhibition;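 active means single-dose screening hits from any of four coupled enzyme assays that gave an IC50 when retested across doses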;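 further: the DPM-DC format reads NADH fluorescence rather than 340 nm absorbance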
SF-1 act: SF-1 (human) activation; 1.9% of 65,000 active; Q13285; activation, % at 10 µM; CHO-K1 Gal4-SF-1 LBD luciferase reporter; % increase over DMSO SF-1-specific signal;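 active means activation above the mean activation of all tested compounds plus 3 SD, cut at about 50% in these data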
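Material: Gal4–SF-1 LBD one-hybrid luciferase reporter in CHO-K1 cells | Amount: 4,000 cells per well | Compound dosing: 10 µM single point, 1% DMSO | Schedule: 20 h compound treatment, 37 °C | Measured by: SteadyLite luciferase luminescence | Evaluation: Percent activation versus DMSO | Control set: DMSO-treated SF-1-transfected cells as negative, DMSO-treated mock-transfected cells lacking SF-1 as background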
E coli RNAP: Escherichia coli RNA polymerase inhibition; P0A8V2; E. coli RNA polymerase, fluorescence transcription assay; AID 559; 0.2% of 62,000 active; inhibition, %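 (tested at 10 µM)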; in the data active means inhibition above about 20%;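 further: 0% = enzyme without compound and 100% = no enzyme blank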
Target sequence (P0A8V2 whole entry, looked up): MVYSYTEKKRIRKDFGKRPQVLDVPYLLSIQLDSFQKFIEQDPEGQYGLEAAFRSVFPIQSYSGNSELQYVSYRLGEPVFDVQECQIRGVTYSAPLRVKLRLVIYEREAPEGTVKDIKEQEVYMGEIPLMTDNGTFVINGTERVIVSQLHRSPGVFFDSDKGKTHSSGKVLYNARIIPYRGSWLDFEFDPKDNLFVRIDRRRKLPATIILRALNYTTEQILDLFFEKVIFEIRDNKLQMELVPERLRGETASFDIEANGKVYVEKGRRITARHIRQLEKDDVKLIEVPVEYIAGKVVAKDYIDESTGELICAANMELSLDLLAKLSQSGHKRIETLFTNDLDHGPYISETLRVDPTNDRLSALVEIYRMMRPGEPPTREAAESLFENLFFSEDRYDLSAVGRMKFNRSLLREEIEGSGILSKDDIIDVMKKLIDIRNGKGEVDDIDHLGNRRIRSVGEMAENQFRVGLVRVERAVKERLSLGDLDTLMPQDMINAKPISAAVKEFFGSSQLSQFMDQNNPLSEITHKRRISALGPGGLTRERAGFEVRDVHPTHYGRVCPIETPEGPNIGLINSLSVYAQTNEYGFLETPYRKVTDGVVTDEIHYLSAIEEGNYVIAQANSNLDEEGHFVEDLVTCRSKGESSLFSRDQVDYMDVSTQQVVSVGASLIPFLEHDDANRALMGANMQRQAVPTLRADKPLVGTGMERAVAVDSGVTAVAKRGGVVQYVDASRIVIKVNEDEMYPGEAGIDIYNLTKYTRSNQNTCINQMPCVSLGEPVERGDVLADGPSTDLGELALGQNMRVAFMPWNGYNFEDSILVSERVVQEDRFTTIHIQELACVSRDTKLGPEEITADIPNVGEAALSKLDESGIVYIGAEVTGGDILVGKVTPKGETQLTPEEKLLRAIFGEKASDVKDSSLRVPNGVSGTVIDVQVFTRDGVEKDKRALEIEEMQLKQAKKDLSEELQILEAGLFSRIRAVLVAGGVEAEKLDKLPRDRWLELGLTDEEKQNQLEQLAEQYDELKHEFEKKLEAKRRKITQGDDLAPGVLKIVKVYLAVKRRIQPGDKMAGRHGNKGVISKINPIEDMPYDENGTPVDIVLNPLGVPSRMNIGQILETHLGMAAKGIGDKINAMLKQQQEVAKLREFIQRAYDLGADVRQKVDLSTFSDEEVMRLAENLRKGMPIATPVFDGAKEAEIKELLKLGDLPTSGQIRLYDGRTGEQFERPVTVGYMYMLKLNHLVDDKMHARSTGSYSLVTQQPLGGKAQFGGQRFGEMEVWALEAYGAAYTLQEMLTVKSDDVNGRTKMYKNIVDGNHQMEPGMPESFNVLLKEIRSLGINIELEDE
RORa activator: RORA (human) activation. AID 560. 1.5% of 65,000 active. activation, % at 10 µM. P35398. CHO-K1 Gal4-RORA LBD luciferase reporter, luminescence; percent increase over mock-subtracted basal signal;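 active means activation above the mean of all tested compounds plus 3 SD, cut at about 49% in these data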;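 further: 0% = DMSO-treated RORA cells and 100% = added signal equal to DMSO minus mock-transfected cells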
M1 antagonist: blocks the rat M1 muscarinic receptor response to acetylcholine; P08482; CHO-M1 cells, Fluo-4 calcium, ACh EC80 antagonist mode; active compounds read low; B-score at 10 µM; 3.4% of 64,000 active;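 active means calcium fluorescence response, raw or row-and-column corrected B-score, differing from the plate sample mean either way at a set confidence level, mostly lower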
* hit, by the source's call; . = not tested or not shown; [ ] = remark or other dose.

SMILES	Ecoli tolC	TNAP act DEA	Autofluor 339	M1 ag	NADH coupling	SF-1 act	E coli RNAP	RORa activator	M1 antagonist
Cc1nn(-c2ccccn2)c2c1-c1nc(N)ncc1CC2	-1	1.1	3.6*	0.78	4%[fluoresces]	45	1	51*	0.12
Cc1nc(NC2=NCN(CCc3ccccc3)CN2)nc2c(C)cccc12	.	0.8	1.1	0.035	3%	17	0	-14	-0.85
COC(=O)Cn1ncn2c(cc3oc(C)cc32)c1=O	-10	0.9	1.1	0.62	5%	30	3	34	-0.021
CCN(CC(=O)Nc1ccc2c(c1)OCCO2)Cc1cc(=O)oc2cc(C)c(C)cc12	15	0.9	1.1	0.53	3%	-20	-10	-6	0.0029
CCCc1ccc(Oc2cn[nH]c2-c2ccc(O)cc2O)cc1	100*	0.9	1.1	-0.41	2%	-6	7	-6	0.04
CN1CCN(Cc2nc3c(c(=O)[nH]c(=O)n3C)n2Cc2c(F)cccc2Cl)CC1	2	1	1.1	0.39	0%	15	3	-20	-1.1
CCn1[nH]c(=O)c(=Nc2c(C)n(C)n(-c3ccccc3)c2=O)cc1-c1ccc(Cl)cc1	12	0.9	1.1	-0.003	4%	-10	-5	-10	-0.74
O=C(O)c1cc(-c2cccnc2)nn1-c1ccccn1	-4	0.9	1.1	-0.049	6%	-12	5	-12	0.042
CS(=O)(=O)N1CCC(C(=O)NCc2ccncc2)CC1	-19	0.9	1.1	-1	5%	1	1	1	0.16
Clc1ccc(CSc2ncn[nH]2)cc1	-5	0.9	1.1	0.25	0%	18	4	-17	-0.17
O=C(NC(c1ccccc1)c1ccccc1)C1CCCN(S(=O)(=O)c2cnc[nH]2)C1 (stereo not drawn)	4	1	1	-0.39	2%	-4	2	1	0.83
O=C(Nc1ccc(F)cc1F)c1ccc(COc2c(F)c(F)cc(F)c2F)o1	-11	1	1.1	-0.11	2%	-10	3	-22	-0.78
COc1ccc(C2C(C(=O)N3CCOCC3)CCC(=O)N2c2ccc(OC)cc2)cc1 (stereo not drawn)	-17	1	1.1	-0.066	1%	7	-1	6	1.2
CCOc1ccc(NC(=O)c2nn(C)cc2Br)cc1	-7	0.8	1.1	-2.1	3%	27	9	37	-0.26
Cc1cc(=O)[nH]c(SCC2COC3(CCCCC3)O2)n1 (stereo not drawn)	-4	1.1	1.2	-0.61	1%	-20	-8	-2	-0.52

Reformatted in markdown: part of the list above.
| smiles | Ecoli tolC | TNAP act DEA | Autofluor 339 | M1 ag | NADH coupling | SF-1 act | E coli RNAP | RORa activator | M1 antagonist |
| --- | --- | --- | --- | --- | --- | --- | --- | --- | --- |
| Clc1ccc(CSc2ncn[nH]2)cc1 | -5 | 0.9 | 1.1 | 0.25 | 0% | 18 | 4 | -17 | -0.17 |
| O=C(NC(c1ccccc1)c1ccccc1)C1CCCN(S(=O)(=O)c2cnc[nH]2)C1 (stereo not drawn) | 4 | 1 | 1 | -0.39 | 2% | -4 | 2 | 1 | 0.83 |

One compound at a time, from the list above.
`O=C(Nc1ccc(F)cc1F)c1ccc(COc2c(F)c(F)cc(F)c2F)o1` is listed as Ecoli tolC: -11; TNAP act DEA: 1; Autofluor 339: 1.1; M1 ag: -0.11; NADH coupling: 2%; SF-1 act: -10; E coli RNAP: 3; RORa activator: -22; M1 antagonist: -0.78
`COC(=O)Cn1ncn2c(cc3oc(C)cc32)c1=O` is listed as Ecoli tolC: -10; TNAP act DEA: 0.9; Autofluor 339: 1.1; M1 ag: 0.62; NADH coupling: 5%; SF-1 act: 30; E coli RNAP: 3; RORa activator: 34; M1 antagonist: -0.021

Other records
SMILES	Ecoli tolC	TNAP act DEA	Autofluor 339	M1 ag	NADH coupling	SF-1 act	E coli RNAP	RORa activator	M1 antagonist
COc1cc(-c2nnc(SCc3cc(=O)oc4cc(C)ccc34)o2)cc(OC)c1OC	4	0.9	1.2	2.3	5%	12	5	17	-0.74
Cc1ccc(NCN2C(=O)c3ccccc3C2=O)c(C)c1	-9	0.9	1.1	0.2	5%	8	4	0	0.29
COc1ccccc1C(=O)N1CCc2ccccc21	6	1.1	0.77	-0.19	17%	12	6	-12	0.034
COC(=O)c1c(NC(=O)c2ccc(Br)o2)sc(C)c1C	-10	1	1.9	-0.21	8%	-1	5	-30	0.38
COc1ccc(-c2nc(C#N)c(N3CCCCCC3)o2)cc1	47	1	2.3*	0.12	1%[fluoresces]	-14	1	-17	-0.48
CCOc1ccc2sc(NS(=O)(=O)c3ccc(OC)c(OC)c3)nc2c1	-2	1	1.1	1.9	4%	-9	5	-6	0.16
O=C(CSc1nnc(-c2ccccc2Cl)n1Cc1ccco1)Nc1ccc2c(c1)OCCO2	27	0.9	0.98	0.86	2%	4	10	15	-0.044
O=C(Cn1cccc1)Nc1ccc(F)cc1F	-11	0.9	1.1	0.53	4%	-3	3	-9	0.033
CC1Cc2ccccc2N1C(=O)c1cccnc1 (stereo not drawn)	5	0.9	1	0.76	2%	3	9	-16	-0.037
COC(=O)CSc1nnc(-c2ccc(OC)cc2OC)o1	-11	1	1	-0.3	2%	4	7	-10	0.13
CCC(=O)Nc1nc2ccc(NC(C)=O)cc2s1	2	0.9	1.1	0.051	4%	25	-2	20	-0.22
C=CCNC(=O)CCCC(=O)NCC=C	-18	0.9	1.1	0.026	5%	20	11	10	0
CCOC(=O)Nc1ccc2c(c1)N(C(=O)N1CCN(C)CC1)c1ccccc1S2	65*	0.9	1.1	0.041	8%	0	7	9	-15*
O=C(CSc1nnnn1Cc1ccccc1)NCC(=O)c1ccccc1	10	0.9	1.1	-0.26	5%	-6	2	-14	1.1
Cc1sc(-n2c(C)cc(/C=N/n3cnnc3)c2C)c(C#N)c1C	13	0.9	0.03	-0.65	3%	-17	.	-2	0.11
COc1cccc(N2CCN(C(=O)CN(c3ccc(C)cc3)S(=O)(=O)c3c(C)n[nH]c3C)CC2)c1	13	1	1.1	0.15	5%	7	1	3	0.056
CCN1CCN(Cc2ccc3c(c2)Cc2ccccc2-3)CC1	-5	1	1.1	2.2	15%	36	3	27	-3.5*
CN(C)S(=O)(=O)N1CCc2ccccc21	14	0.9	1.1	-0.092	2%	-16	-8	-7	0.2
C=C(C)C(C)(C#CCN1CCCC1)OC(C)=O (stereo not drawn)	0	1	1.1	-1.3	6%	-15	6	-10	-1.5*
COc1ccc(-c2nnc(SCC(=O)N3CCCC3)o2)cc1OC	-3	.	1.1	0.51	2%	3	.	-11	-0.94
O=C(CSCCO)Nc1nccs1	-27	0.9	1	-0.85	5%	-2	12	-5	1.6
CCN1CCN(C(c2cccs2)C(C)NS(=O)(=O)c2ccc(F)cc2)CC1 (stereo not drawn)	-12	0.9	1.1	-0.032	0%	5	-2	-14	-0.71
Cc1ccc(C(=O)N2CCN(C)CC2)cc1S(=O)(=O)N1CCCCC1	0	1	1.1	-0.63	3%	-2	2	-12	-0.31
CCC(=O)Nc1cc(Cl)ccc1N1CCN(C(=O)CC)CC1	-8	1	1.1	0.01	2%	-15	-3	10	-4.9*
CCCC(=O)Nc1ccc(OCC(=O)OC)cc1	-16	0.9	1	0.85	2%	10	7	-4	0.23
O=C(c1ccncc1)c1ccc(N2CCN(C3CC(=O)N(Cc4ccccc4)C3=O)CC2)cc1 (stereo not drawn)	18	0.9	1.1	20*	1%	14	0	5	-2.3*
CC(C)CC1NC2(C(=O)N(C)c3ccccc32)C2C(=O)N(C(C)C)C(=O)C12 (stereo not drawn)	0	0.8	1	-0.14	1%	-11	4	10	-0.072
CCSc1ccccc1C(=O)NCCCn1ccnc1	6	0.9	1.1	-0.5	1%	-1	-5	-15	0.087
CCOC(=O)C(C(=O)OCC)C1N=C(N)N=C2Oc3ccccc3N21 (stereo not drawn)	5	1	1.1	0.84	6%	28	3	29	0.5
Cc1nccn1CCCN1C(=O)OC2(CCCCC2)C1(C)O (stereo not drawn)	-11	0.8	1	1.6	2%	16	4	9	-0.25
Cc1ccccc1Cn1c2ccccc2c2cn[nH]c(=O)c21	3	0.8	1.2	0.17	5%	-8	-2	10	-1.2
O=C(Nc1ccccc1OC(F)F)c1ccc(Br)o1	17	1	1.1	0.014	8%	-4	-1	-22	0.43
CCN(CC)C(=O)N1c2ccccc2CC(N(CC)CC)c2ccccc21 (stereo not drawn)	-1	0.9	1.1	0.94	2%	-4	.	-30	-1.1
O=C(NCc1ccco1)c1cccc(NC(=O)c2ccccc2)c1	11	1	1.1	0.15	7%	5	2	28	0.0095
CCN(CC)CCNC(=O)c1ccccn1	-10	0.9	0.92	-0.21	5%	-1	1	-10	0.0049
CCc1ccc(NC(=O)Cn2c(=O)n(CCCC(=O)NCc3ccco3)c(=O)c3ccccc32)cc1	-27	1	1.1	.	7%	-3	-3	-15	.
CC12CCC(C(=O)Nc3cccc(NC(=O)C45CCC(C)(C(=O)O4)C5(C)C)n3)(OC1=O)C2(C)C	14	1	1.1	1.8	1%	15	-2	-16	-0.28
O=C(CN(C(=O)CCC(=O)Nc1nccs1)c1ccccc1F)NCC1CCCO1 (stereo not drawn)	-12	0.8	1.1	-0.48	2%	-6	6	2	-0.077
O=C(CCCc1nc(-c2ccc(Cl)cc2)no1)N1CCOCC1	-7	0.9	0.96	-2.5*	9%	5	8	3	-0.65
OC(CN1C2=NCCCN2c2ccccc21)c1ccc2c(c1)OCO2 (stereo not drawn)	-23	1	1.1	0.082	8%	0	8	7	-1.1
COc1cc(NC(=O)c2ccc(Br)o2)c(C(=O)O)cc1OC	9	0.9	0.98	0.38	6%	1	10	-28	0.19
CCn1cc(/C=C(/C#N)S(=O)(=O)c2ccccc2)cn1	-19	0.8	1	0.2	2%	-2	9	-18	-0.44
O=C(CS(=O)(=O)c1cn(Cc2cccc(F)c2)c2ccccc12)N1CCOCC1	13	1	1.1	-0.091	5%	-8	0	-15	-0.22
CSC1=NCCN1C(=O)c1cccs1	-15	0.9	1.1	-0.31	3%	20	-1	-3	-0.11
C=CCNC(=O)COc1ccc(Br)cc1Cl	-2	0.9	1.1	-0.37	3%	24	8	28	0.35
CCCCCCNC(=O)CCNC(=O)c1cc(OC)c(OC)c(OC)c1	0	0.9	1.1	0.79	4%	11	5	32	-0.59
CC1(C(=O)NC2CCCC2)CCC(=O)N1CCC1=CCCCC1 (stereo not drawn)	-6	1	1	0.082	5%	2	0	26	1.8
Cn1nc(-c2ccc(C(=O)N3CCN(c4ccccc4)CC3)cc2)c2ccccc2c1=O	4	0.9	1	0.88	1%	-1	3	-15	-0.56
N#CCSc1nc2c(c(=O)n1Cc1ccco1)C1(CCCC1)Cc1ccccc1-2	-1	0.9	1.1	0.45	3%	-4	2	-16	-0.39
COc1ccc(-n2ncc3c(NCC(C)C)ncnc32)cc1	21	0.9	1.2	1.6	3%	-14	2	3	1.6
CC(NC(=O)C1C2C=CC(C2)C1C(=O)O)c1ccccc1 (stereo not drawn)	-2	0.9	1.1	-0.74	4%	4	.	-5	0.75
CCn1c(=O)cc(OCC(=O)N2CCCC2)c2ccccc21	2	1	1.1	0.86	0%	-6	5	-4	0.13
O=C(Nc1nc2ccccc2s1)c1ccc(Cl)s1	-14	0.9	1.7	-0.61	8%	98*	16	34	-0.35
C=CCOC(=O)C1=C(C)NC(=O)NC1c1ccc(Cl)cc1 (stereo not drawn)	10	0.9	1.1	-1	3%	-2	6	-3	0.2
CCN(CC)CC(O)Cn1c2ccccc2c2ccccc21 (stereo not drawn)	-8	0.9	1.1	-0.45	5%	-14	5	-6	-1.3
CC1CCN(C(=O)CSc2ccc(-c3ccc(F)cc3)nn2)CC1	4	1	1.1	0.2	5%	4	-4	-1	-0.1
CC1CN(Cc2nc3c(c(=O)n(C)c(=O)n3C)n2CCCc2ccccc2)CC(C)O1 (stereo not drawn)	.	.	1.1	2	8%	3	.	12	0.45
